# eLon inh = E. coli protease La inhibition. P0A9M0. purified E. coli Lon protease, fluorescence polarization. inhibition, % at 7.94 µM. 360,000 compounds, 0.42% hits; in the data active means inhibition above about 13%, passing the limit was not always enough;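 further: 0% = enzyme with probe and DMSO and 100% = no enzyme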
# Target sequence (P0A9M0 whole entry, looked up): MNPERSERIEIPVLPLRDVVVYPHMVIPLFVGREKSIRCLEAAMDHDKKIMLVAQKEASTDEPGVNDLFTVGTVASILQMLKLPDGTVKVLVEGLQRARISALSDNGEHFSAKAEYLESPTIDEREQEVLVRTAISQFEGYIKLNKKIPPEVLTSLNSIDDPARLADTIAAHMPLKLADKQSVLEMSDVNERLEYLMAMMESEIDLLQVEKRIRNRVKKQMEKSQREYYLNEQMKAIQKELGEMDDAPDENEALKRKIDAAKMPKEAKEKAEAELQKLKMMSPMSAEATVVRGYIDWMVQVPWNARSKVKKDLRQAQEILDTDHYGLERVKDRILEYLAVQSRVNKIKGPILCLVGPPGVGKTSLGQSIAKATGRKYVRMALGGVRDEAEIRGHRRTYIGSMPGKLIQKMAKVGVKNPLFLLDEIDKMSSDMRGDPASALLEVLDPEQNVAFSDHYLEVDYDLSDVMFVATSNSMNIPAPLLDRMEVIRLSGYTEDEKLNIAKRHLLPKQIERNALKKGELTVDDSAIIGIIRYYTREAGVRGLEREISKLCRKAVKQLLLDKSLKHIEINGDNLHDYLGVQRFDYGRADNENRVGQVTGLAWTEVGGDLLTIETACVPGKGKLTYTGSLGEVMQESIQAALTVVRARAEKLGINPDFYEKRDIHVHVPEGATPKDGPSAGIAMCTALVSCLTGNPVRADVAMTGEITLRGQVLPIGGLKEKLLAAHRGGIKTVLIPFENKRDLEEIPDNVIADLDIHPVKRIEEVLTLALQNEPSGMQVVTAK
# STEP inh = STEP (human) phosphatase inhibition; P54829; recombinant STEP, OMFP fluorogenic substrate, fluorescence; inhibition, % at 20 µM; 360,000 compounds, 0.25% hits; AID 588621;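 active means inhibition at 20 µM, scaled per plate between control wells, above about 37%, limit read from the data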;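 further: 0% = DMSO with enzyme and substrate and 100% = substrate only without enzyme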
#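 Assay system: isolated STEP enzyme / Timing: 20 min at room temperature, dark / Doses: 20 µM, 1% DMSO / Technique: fluorescence intensity, excitation 480 nm, emission 540 nm / Reagent: fluorogenic phosphatase substrate OMFP at 25 µM final / Measure: percent inhibition scaled to no-enzyme and uninhibited-enzyme controls, plate-pattern corrected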
# NRP1-CendR mod = alters CendR peptide binding to human NRP-1 | O14786 | FAM-RPARPAR peptide binding to NRP-1, fluorescence polarization | inhibition, % at 25 µM | 360,000 compounds, 0.85% hits | AID 602438;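 active means inhibition or corrected inhibition above about 18%, plus a signal ratio from 0.5 to 1.5, limit read from the data, passing the limit was not always enough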; further: strong numbers were not always called active
# MsrA inhibitor = bovine MsrA inhibition | purified bovine MsrA, absorbance read-out | inhibition, % at 15.5 µM | 360,000 compounds, 0.75% hits | AID 651718; in the data active means inhibition above about 4.5%;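 further: 0% = vehicle wells with enzyme and 100% = reference inhibitor wells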
# SUMO1-SIM PPI = alters human SUMO1 binding to SIM partners | P63165 | SUMO1 binding to a labelled peptide, TR-FRET, 1 h | inhibition, % at 20 µM | 360,000 compounds, 0.33% hits | AID 602429; in the data active means inhibition above about 37%
# Target sequence (P63165 whole entry, looked up): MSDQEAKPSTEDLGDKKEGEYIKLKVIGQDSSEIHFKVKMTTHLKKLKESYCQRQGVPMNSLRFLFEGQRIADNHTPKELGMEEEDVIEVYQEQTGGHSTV
# Tb MetRS inh = Trypanosoma brucei MetRS inhibition; purified T. brucei MetRS, ATP depletion, Kinase-Glo luminescence; inhibition, % at 11.9 µM; AID 624268; 360,000 compounds, 0.4% hits;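 active means inhibition above a per-plate cutoff of the control wells' mean inhibition plus 3 SD, cut at about 5.5% in these data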;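 further: 0% = DMSO wells median and 100% = median of wells with control inhibitor compound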
#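 Dosing: 11.9 µM single point; system: parasite MetRS enzyme; technique: luminescence of leftover ATP; times: 15 min enzyme-compound preincubation, 2 h reaction, 10 min detection, 25 °C; replicates: each compound tested once; read-out basis: percent inhibition relative to median high and low control wells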
# Scp-1 inhibitor = blocks human Scp-1 phosphatase activity; Q9GZU7; Recombinant Scp1, phosphopeptide, malachite green phosphate absorbance; inhibition, % at 20 µM; AID 493091; 340,000 compounds, 0.88% hits;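 active means inhibition above about 50% at 20 µM, limit read from the data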;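 further: plate controls were DMSO wells with enzyme for no effect and wells lacking enzyme for full effect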
#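 Incubation: 45 min enzyme reaction at room temperature / System: truncated SCP-1 phosphatase (76-261aa) / Reagent: Phospho 17-mer peptide substrate / Buffer or medium: Acidic Tris acetate buffer with magnesium and detergent / Signal: absorbance at 630 nm / Doses: one concentration, 20 µM, with 1.0% DMSO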
# MsrA act = activates bovine MsrA enzyme; purified bovine MsrA, absorbance read-out; 360,000 compounds, 0.3% hits; activation, % at 10.6 µM; in the data active means activation above about 7.5%;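 further: 0% = vehicle and 100% = reference activator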
# LMPTP inh = blocks human LMPTP phosphatase; P24666; recombinant LMPTP-A, OMFP fluorogenic substrate, fluorescence intensity; inhibition, % at 20 µM; 360,000 compounds, 0.22% hits;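 active means compounds that cut the enzyme signal by at least half of the control window in the single-dose screen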;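 further: plate controls were DMSO wells with enzyme plus substrate for no effect and substrate without enzyme for full effect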
#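 Material: LMPTP-A; amount: 0.625 nM enzyme; doses: single 20 µM dose; times: reaction 50 min, room temperature, dark; technique: fluorescence intensity of OMFP turnover product; benchmarks: no-enzyme and uninhibited controls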
# DNMT1 block = DNMT1 (human) enzyme inhibition. DNMT1 molecular beacon, Hinp1I cleavage, fluorescence. inhibition (reported as % activation of signal), % at 10 µM. AID 588458. 360,000 compounds, 0.83% hits. P26358; in the data active means inhibition above about 50%
# Starred values were filed as active, the others as inactive; . = not tested or not shown.
# Values in the order: eLon inh	STEP inh	NRP1-CendR mod	MsrA inhibitor	SUMO1-SIM PPI	Tb MetRS inh	Scp-1 inhibitor	MsrA act	LMPTP inh	DNMT1 block
1. O=C(O)C1C2C=CC(C2)C1C(=O)NC1CCS(=O)(=O)C1 (stereo unspecified)
 : 12	1	-6	0.8	0	0.1	-2	-1	-2.0	-1
2. O=S(=O)(c1cc(Cl)ccc1Cl)N1CCCCC1
 : -1	-2	-3	0.3	-2	-0.8	-5	-2	0.2	-2
3. CSc1ncc(-c2ccc(Cl)cc2)[nH]1
 : -12	0	-6	-0.4	-5	-0.8	8	-2	-0.9	1
4. Cc1ccc(S(=O)(=O)NCC(=O)N(CC(=O)NCC2CCCO2)CC2CCCO2)cc1 (stereo unspecified)
 : -7	-1	-6	2.5	6	-1.1	-12	-4	-0.7	2
5. Cc1cc(C)c(NC(=S)N(CCCN2CCN(C)CC2)Cc2cccs2)c(C)c1
 : 1	2	-10	1.8	3	-0.6	-5	0	-2.3	2
6. COc1ccc(N2CCN(c3nc(NC(C)(C)C)nc(N4CCCCC4)n3)CC2)cc1
 : -10	8	9	-1.0	5	-0.3	4	4	0.5	-2
7. CCCCOc1ccc(-c2cc(C(=O)NNC(=S)NCC)c3ccccc3n2)cc1
 : -3	7	3	.	-4	-2.6	1	-6	4.3	-1
8. O=C(Nc1cccc(S(=O)(=O)N2CCCCC2)c1)Nc1ccc(Cl)cc1Cl
 : -1	0	0	1.1	5	-0.4	-13	-3	4.4	-14
9. CC(C)OC(=O)Cn1nc(C(F)(F)F)c2c1CCCC2
 : 2	1	-4	1.7	2	0.0	-5	-4	0.6	-3
10. C[C@@H](C(=O)NCCc1c[nH]c2ccccc12)[C@@H]1C[C@@]1(C)[C@@H](NC(=O)OCc1ccccc1)c1ccccc1
 : 2	0	8	-0.9	8	-0.4	-2	-4	2.9	-15

# An excerpt from above in order of their number in Tb MetRS inh, high to low.
# Values in the order: eLon inh	STEP inh	NRP1-CendR mod	MsrA inhibitor	SUMO1-SIM PPI	Tb MetRS inh	Scp-1 inhibitor	MsrA act	LMPTP inh	DNMT1 block
9. CC(C)OC(=O)Cn1nc(C(F)(F)F)c2c1CCCC2
 : 2	1	-4	1.7	2	0.0	-5	-4	0.6	-3
6. COc1ccc(N2CCN(c3nc(NC(C)(C)C)nc(N4CCCCC4)n3)CC2)cc1
 : -10	8	9	-1.0	5	-0.3	4	4	0.5	-2
10. C[C@@H](C(=O)NCCc1c[nH]c2ccccc12)[C@@H]1C[C@@]1(C)[C@@H](NC(=O)OCc1ccccc1)c1ccccc1
 : 2	0	8	-0.9	8	-0.4	-2	-4	2.9	-15
3. CSc1ncc(-c2ccc(Cl)cc2)[nH]1
 : -12	0	-6	-0.4	-5	-0.8	8	-2	-0.9	1
4. Cc1ccc(S(=O)(=O)NCC(=O)N(CC(=O)NCC2CCCO2)CC2CCCO2)cc1 (stereo unspecified)
 : -7	-1	-6	2.5	6	-1.1	-12	-4	-0.7	2
7. CCCCOc1ccc(-c2cc(C(=O)NNC(=S)NCC)c3ccccc3n2)cc1
 : -3	7	3	.	-4	-2.6	1	-6	4.3	-1

# Going on with the list.
# Values in the order: eLon inh	STEP inh	NRP1-CendR mod	MsrA inhibitor	SUMO1-SIM PPI	Tb MetRS inh	Scp-1 inhibitor	MsrA act	LMPTP inh	DNMT1 block
11. CCc1c(C)nc(SCC(=O)N2C(C)CCCC2C)[nH]c1=O (stereo unspecified)
 : -3	1	10	-0.8	3	-0.6	-5	-5	-1.5	1
12. Cc1cc(NC(=O)c2cccs2)ncc1NC(=O)C(C)(C)C
 : 1	-1	5	0.8	-3	-0.5	0	-2	-0.8	0
13. O=C(O)CCC(=O)N1CCC(n2nnc3cc(C(F)(F)F)ccc32)CC1
 : -6	0	5	-0.8	10	0.2	-9	-3	-1.5	3
14. CC(Cc1cnccn1)NC(=O)c1cc(COc2ccc(F)cc2F)on1 (stereo unspecified)
 : -2	3	17	0.3	1	0.1	-3	-1	-1.3	2
15. CCOC(=O)c1ccc(NC(=O)c2ccc(NC(=O)c3ccccc3)cc2)cc1
 : -7	-5	7	0.9	-2	-0.7	-4	-1	-4.3	15
16. Cn1ccc2c(-c3ccccc3F)cc3c(c21)C1CCC3C1 (stereo unspecified)
 : 5	0	9	1.6	4	-1.0	.	-3	1.7	1
17. O=C(CCCC(=O)OCC(=O)c1cccs1)Nc1ccc(F)cc1
 : -3	0	-10	-1.5	0	-0.4	-7	-2	0.0	1
18. O=C(C1=C[C@@H](C2CC2)C[C@@H](OCc2ccc(CO)cc2)O1)N1CCN(Cc2ccccc2)CC1
 : 0	-1	-1	-0.3	-7	-0.6	7	-9	-0.7	-2
19. CC(C)CCN1CC(C(=O)NCc2ccc(F)cc2)CC1=O (stereo unspecified)
 : -7	-1	15	0.9	2	0.2	-5	-1	-1.1	-3
20. CCOc1ccc(N(CC(=O)Nc2ccccc2Cl)S(C)(=O)=O)cc1
 : 7	0	-3	-0.3	-1	-0.8	-8	-1	-0.3	0

# Single entries from the results shown.
# For eLon inh, no. 12 has 1
# For MsrA inhibitor, no. 15 has 0.9
# For Tb MetRS inh, no. 7 has -2.6
# For DNMT1 block, no. 3 has 1

# 3 compounds from above, sorted by number of heavy atoms, low to high.
# Values in the order: eLon inh	STEP inh	NRP1-CendR mod	MsrA inhibitor	SUMO1-SIM PPI	Tb MetRS inh	Scp-1 inhibitor	MsrA act	LMPTP inh	DNMT1 block
12. Cc1cc(NC(=O)c2cccs2)ncc1NC(=O)C(C)(C)C
 : 1	-1	5	0.8	-3	-0.5	0	-2	-0.8	0
17. O=C(CCCC(=O)OCC(=O)c1cccs1)Nc1ccc(F)cc1
 : -3	0	-10	-1.5	0	-0.4	-7	-2	0.0	1
14. CC(Cc1cnccn1)NC(=O)c1cc(COc2ccc(F)cc2F)on1 (stereo unspecified)
 : -2	3	17	0.3	1	0.1	-3	-1	-1.3	2

# The list continues.
# Values in the order: eLon inh	STEP inh	NRP1-CendR mod	MsrA inhibitor	SUMO1-SIM PPI	Tb MetRS inh	Scp-1 inhibitor	MsrA act	LMPTP inh	DNMT1 block
21. CC(=O)Nc1ccc(S(=O)(=O)N2CCSC2c2ccc(Cl)cc2)cc1 (stereo unspecified)
 : -2	-2	4	0.4	-1	-0.5	-14	-3	-0.3	-11
22. CCOC1=C2CN(S(=O)(=O)c3ccc(C)cc3)C(c3cccc(Cl)c3)CC2NC(c2ccccc2)C1 (stereo unspecified)
 : .	.	-1	-1.0	2	-0.1	.	.	4.6	.
23. O=C(Cc1ccccc1)NC(=S)Nc1ccc(N2CCCCC2)cc1
 : 1	0	9	-0.3	-1	-0.4	-7	-1	1.6	-2
24. Cc1cc(Cl)ccc1OCC(=O)NNC(=O)C1CCN(c2ncnc3sc(C)c(C)c23)CC1
 : 2	-2	7	-1.3	7	0.2	-5	-1	2.9	-12
25. CCCNC(=O)C(CC)NS(=O)(=O)c1ccc(OC)cc1 (stereo unspecified)
 : -1	-5	0	0.1	-2	-1.4	0	-2	-0.6	-3
26. CCCN1C(=O)/C(=C/c2ccc(C)o2)SC1=Nc1ccc(OCC)cc1
 : 6	4	-23	-0.1	-8	-0.1	-9	3	-1.6	-6
27. COc1cc(/C=C2/C(=N)N3N=C(CC(=O)N4CCOCC4)SC3=NC2=O)ccc1OCc1ccccc1
 : -15	-3	-27	0.7	4	-0.1	-11	-3	0.5	-1
28. CCN(CC)CCn1c2c(c(SCC(=O)Nc3cc(C)cc(C)c3)nc1=O)CCC2
 : -1	-1	-9	0.0	1	-0.2	-3	-2	-0.7	3
29. O=C1NN(c2ccccc2)C(=O)/C1=C\c1cccn1-c1ccc(Cl)c([N+](=O)[O-])c1
 : -4	5	3	-1.5	7	0.0	16	-3	4.4	40
30. Cc1cc(=O)nc2c3ccccc3n(CC(=O)NC3CCCCC3)n12
 : -8	-3	7	0.1	2	-0.7	-7	-4	0.4	0
31. CCCCn1nnnc1C(c1cc2ccccc2o1)N1CCCCC1 (stereo unspecified)
 : -8	.	-11	1.8	5	0.1	.	0	1.1	.
32. Cc1cc(=O)[nH]c(S/C=C/c2ccccc2)n1
 : -8	1	8	-0.4	-2	-1.5	-1	-2	-1.3	3
33. Oc1cc2ccccc2cc1-c1nnc2n1-c1ccccc1SC2
 : 14	-3	10	0.6	-3	0.1	-10	1	0.6	1
34. C/C(=N\NC(=O)CCCCCNC(=O)c1ccccc1)c1ccccc1O
 : 11	2	2	-0.5	2	0.0	-10	-5	-0.8	-1
35. Nc1ccc(C(=O)O)cc1[N+](=O)[O-]
 : -7	3	2	1.4	-11	-1.1	-5	-8	-1.0	3
36. CCOc1ccc(CC(=O)N2CCN=C2SC)cc1
 : 1	-2	-4	0.1	0	-0.5	1	-3	-0.5	-1
37. CC1CCN(Cc2nnnn2CCCC(=O)N(C)C2CCOC2)CC1 (stereo unspecified)
 : -2	2	-3	0.3	1	-0.4	-6	-2	-0.4	-1
38. Cc1cc(C)cc(N=Cc2c(O)c3ccccc3oc2=O)c1
 : 11	3	-9	-0.1	-5	-0.3	-7	-5	-1.4	6
39. O=C(COC(=O)c1cc(S(=O)(=O)N2CCOCC2)ccc1Cl)Nc1ccc(Cl)cn1
 : -13	-1	4	-0.3	-4	-0.1	.	-4	-0.4	1
40. CCCCCCCCN1[C@@H](CC(=O)OCC)c2cc(F)ccc2S1(=O)=O
 : 6	3	-1	0.7	-2	-0.5	-1	1	3.3	12
41. CC(=O)NCCOC(=O)c1nn(Cc2ccccc2)c(=O)c2ccccc12
 : -4	4	1	-0.1	3	0.4	-3	-2	-0.2	0
